PvdQ acylase: P. aeruginosa PvdQ acylase inhibition | AID 488965 | 340,000 tested, 0.063% active | inhibition, % at 10 µM | purified PvdQ acylase, fluorescence plate reader; in the data active = inhibition above about 30%, passing the limit was not always enough;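 also: 0% = vehicle neutral wells and 100% = reference inhibitor wells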
CDK5 p35 inh: blocks human CDK5/p35 kinase activity | Recombinant CDK5/p35, ADP-Glo luminescence, 60 min | inhibition, % at 10 µM | 330,000 tested, 0.01% active;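 active = highest replicate inhibition of at least 50% and at least 75% of replicates reaching 50%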;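 also: plate controls were DMSO neutral control for no effect and GW8510 at 10 µM for full effect; many of its hits are not listed in these tables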
Keap1 Nrf2 FP: disrupts human Keap1 binding to Nrf2 peptide; Q14145; inhibition, % at 9.4 µM; Keap1 Kelch-Nrf2 peptide fluorescence polarization, 1536-well; 340,000 tested, 0.15% active; in the data active = inhibition above about 12%;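 also: human Keap1 Kelch domain with fluorescein labeled Nrf2 9mer peptide probe; 0% = neutral control wells and 100% = peptide positive control; higher means more block of Keap1 binding to Nrf2 peptide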
Target sequence (Q14145 whole entry, looked up, the tested form may be a part): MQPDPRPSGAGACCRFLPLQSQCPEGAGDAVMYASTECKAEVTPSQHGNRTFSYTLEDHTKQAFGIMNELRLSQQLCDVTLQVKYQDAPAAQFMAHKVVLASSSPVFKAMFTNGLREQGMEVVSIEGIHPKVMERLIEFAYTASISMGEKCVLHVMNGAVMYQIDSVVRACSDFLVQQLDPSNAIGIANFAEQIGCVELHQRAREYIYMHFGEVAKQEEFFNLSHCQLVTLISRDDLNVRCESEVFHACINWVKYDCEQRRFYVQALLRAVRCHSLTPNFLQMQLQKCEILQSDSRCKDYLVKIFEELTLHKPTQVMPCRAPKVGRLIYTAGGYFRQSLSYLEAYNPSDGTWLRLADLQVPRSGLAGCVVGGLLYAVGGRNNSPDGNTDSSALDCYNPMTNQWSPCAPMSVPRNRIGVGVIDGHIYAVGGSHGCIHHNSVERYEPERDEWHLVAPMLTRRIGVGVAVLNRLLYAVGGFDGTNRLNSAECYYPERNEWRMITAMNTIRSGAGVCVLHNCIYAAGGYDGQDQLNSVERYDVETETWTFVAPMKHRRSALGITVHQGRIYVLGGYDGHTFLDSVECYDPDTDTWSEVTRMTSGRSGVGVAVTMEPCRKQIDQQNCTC
NSD2 HMT inh: inhibitors of human histone methyltransferase NSD2. O96028. NSD2 peptide methylation, AlphaScreen, 120 min. inhibition, % at 12.5 µM. 310,000 tested, 0.54% active; in the data active = inhibition above about 50%
PfHsp90 yeast 2: reduces growth (ATP signal) of yeast expressing P. falciparum Hsp90 | S. cerevisiae expressing PfHsp90, BacTiter-Glo ATP, 48 h; yeast lacking PDR1 and PDR3 efflux regulators | inhibition, % at 9.4 µM | 310,000 tested, 0.32% active | AID 504621;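 active = every replicate shows inhibition above about 80%, whatever the replicate mean, limit read from the data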;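 also: 0% = DMSO neutral controls and 100% = 20 µM radicicol positive controls; yeast relying on Plasmodium falciparum Hsp90 in place of its own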
dFosB activator: mouse delta FosB homodimer activation | purified delta FosB, TAMRA-CDK5 oligo fluorescence polarization; percent of positive-control signal above neutral wells | 340,000 tested, 0.99% active | activation, % at 25 µM | AID 493131 | P13346;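 active = mean activation above about 17%, with every replicate also reaching it, limit read from the data, passing the limit was not always enough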;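 also: fluorescence polarization rise as delta FosB binds a TAMRA Cdk5 AP-1 oligo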
Target sequence (P13346 whole entry, looked up): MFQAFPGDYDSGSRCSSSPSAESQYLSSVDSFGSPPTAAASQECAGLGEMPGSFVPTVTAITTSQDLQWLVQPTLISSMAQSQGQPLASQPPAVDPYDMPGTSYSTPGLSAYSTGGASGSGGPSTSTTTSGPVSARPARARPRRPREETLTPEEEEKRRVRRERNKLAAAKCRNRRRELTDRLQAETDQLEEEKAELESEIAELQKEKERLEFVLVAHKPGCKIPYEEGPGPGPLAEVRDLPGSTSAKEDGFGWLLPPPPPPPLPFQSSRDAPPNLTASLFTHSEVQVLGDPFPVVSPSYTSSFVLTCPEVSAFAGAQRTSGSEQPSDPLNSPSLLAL
Cardiac RTF inh: cardiac RTF calcium desensitization. P19429+P45379. IANBD-labeled cardiac RTF, Ca2+ fluorescence. inhibition, % at 7.15 µM. 340,000 tested, 0.12% active;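 active = inhibition above the mean inhibition of all tested compounds plus 3 SD, cut at about 17% in these data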;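 also: assay run at fixed EC70 calcium of 1.6 mM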
cardiac RTF act: increases calcium sensitivity of human cardiac regulated thin filaments | AID 493008 | IANBD-labeled TnC RTF fluorescence at EC20 calcium; 0% EC20 calcium, 100% full calcium | activation, % at 7.2 µM | P19429+P45379 | 340,000 tested, 0.24% active;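 active = activation above the mean over all tested compounds plus 3 SD, cut at about 30% in these data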;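 also: rise in fluorescence read as greater calcium sensitivity of cardiac thin filaments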
Mot1-301 SUMO: blocks SUMOylation pathway, rescuing yeast Mot1-301 growth; 320,000 tested, 1% active; AID 2716; S. cerevisiae Mot1-301 growth rescue, ATP luminescence, 38.5C; percent above DMSO median, 100 means doubled; growth rescue, % at 18.8 µM;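 active = every valid replicate shows activation above 250% relative to neutral control wells; inactive = the rest, any valid replicate at or below 250%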;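 also: OY570 slx delta 5 strain wells were the positive control but not used for scaling; some compounds called inactive have numbers as strong as hits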
Rtt109 Vps75: inhibitors of Candida albicans Rtt109/Vps75 histone acetyltransferase | Q5AAJ8 | inhibition, % at 34.9 µM | purified Rtt109/Vps75, ThioGlo CoA-SH fluorescence, 4 h | 330,000 tested, 0.16% active;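 active = inhibition of at least 50% in every replicate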
LANA DNA inh: inhibitors of KSHV LANA C-terminal domain DNA binding; MBP-C-LANA/FAM-LBS DNA binding, fluorescence polarization; inhibition, % at 9 µM; 340,000 tested, 0.078% active; AID 504423;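 active = highest replicate inhibition at or above 60% at 9 µM, even if other replicates fall short; inactive = all replicates below 60% inhibition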;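 also: 0% = neutral control wells and 100% = 4 µM acridine orange control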
An asterisk follows results filed as active; i = inactive; . = no result given. Rows are unselected (roughly 3.2% active in at least one column).

SMILES	PvdQ acylase	CDK5 p35 inh	Keap1 Nrf2 FP	NSD2 HMT inh	PfHsp90 yeast 2	dFosB activator	Cardiac RTF inh	cardiac RTF act	Mot1-301 SUMO	Rtt109 Vps75	LANA DNA inh
CC(C)(C)/C=N/NC(=O)CNC(=O)c1ccc2c(c1)OCCO2	-4	-0.2	0	50*	2	-1	0	-9	315	0	0.5
O=C(Nc1ccccc1)OCc1cc(-c2ccc(Cl)cc2)on1	2	-0.7	-4	-2	-9	-6	13	5	20	-4	-0.2
C=CCN(CC=C)C(=O)COn1nnc2ccc(S(=O)(=O)N3CCOCC3)cc21	3	-1.8	-6	0	-106	-4	8	8	-4	1	0.0
COc1cccc(CN2CCN(Cc3ccccc3C(F)(F)F)CC2)c1	0	0.1	-4	0	9	-4	1	-3	13	0	-0.3
NC(=O)CSc1nnc(Cn2cnc3ccccc32)o1	0	0.7	-1	0	-4	0	1	1	-3	-6	-0.3
Cc1ccc(NC(=S)Nc2ccc(OC(F)F)c(Cl)c2)cc1F	-8	-0.8	3	-2	12	-7	6	-1	-1	3	-1.7
Cc1ccc(/C=N/NC(=O)c2ccncc2)s1	-13	0.7	-5	-1	-8	-3	0	3	326	0	0.4
CN(Cc1cccs1)C(=O)c1cc(S(=O)(=O)N2CCOCC2)ccc1F	-7	0.6	5	-2	5	-6	-3	0	-16	7	0.6
COc1ccc(Br)cc1CN(C)CC(=O)NCCc1ccc(S(N)(=O)=O)cc1	-7	-6.3	-5	-3	-64	-14	3	-1	-6	-3	-2.7
COc1ccc(NC2=NCC(Cc3ccc(Br)cc3)S2)cc1 (centres undefined)	9	0.5	1	-1	-4	3	9	4	6	-2	2.1
COc1cccc(-c2sc3ccc(OC)cc3c2-c2ccc(OCCN3CCOCC3)cc2)c1	-13	2.1	-2	.	19	-4	0	7	37	2	1.4
CO/N=C/C(c1ccc(Cl)nc1)S(=O)(=O)c1ccccc1 (centres undefined)	6	1.3	.	-3	-7	-1	-1	-6	-16	3	.
Oc1ccc2ccccc2c1/C=N/n1cnnc1	-11	25	3	1	.	-8	-3	-2	-3	6	1.0
O=C(NC1CCN(S(=O)(=O)c2ccc(Cl)cc2)CC1)C1CCCCC1	-9	-0.2	4	-2	1	-3	-22	1	12	1	-0.6
O=C(NCCCO)/C(=C\c1cn(-c2ccccc2)nc1-c1cccnc1)NC(=O)c1ccccc1	14	2.5	-7	-1	0	-13	2	1	502	.	0.9
COc1ccc(C2SCCN2S(=O)(=O)c2ccc(F)cc2)cc1OC (centres undefined)	-9	2.7	-1	.	-37	-8	1	-2	-10	-8	0.1
O=C(Nc1ccccc1C(=O)NCCCN1CCOCC1)c1ccccc1	-12	-2.1	-1	8	6	1	-1	-1	-3	-8	1.5
CCOc1ccc(C(O)(CCC(C)C)C(CN2CCOCC2)c2ccccc2)cc1 (centres undefined)	18	-0.2	5	-3	-19	6	1	-2	7	-2	0.2
COc1ccccc1NC(=O)Cn1c([N+](=O)[O-])cnc1C	-8	-0.6	-3	-3	-25	5	-5	-4	-6	-2	5.3
CCCOc1c(Br)cc(C2C3=C(CCCC3=O)N(C)C3=C2C(=O)CCC3)cc1OC	-4	-0.7	-2	.	4	-10	2	-2	-2	.	0.0
CCc1ccc(N(CC)C(=O)c2ccc3c(Cl)c4c(nc3c2)CCC4)cc1	11	5.0	-7	.	-52	-11	8	3	69	11	-1.2
COc1cccc(C(=O)N2CCN(C(=O)Cc3ccccc3)CC2)c1	-2	0.8	1	2	17	0	-5	1	-12	-14	-1.7
Cc1ccc(C2C3=C(CC(C)(C)CC3=O)Nc3[nH]c(=S)[nH]c(=O)c32)cc1 (centres undefined)	1	1.5	1	-1	-3	0	-2	-3	-25	-5	0.8
O=[N+]([O-])c1cc(/C=N/N2CCN(C3c4ccccc4-c4ccccc43)CC2)ccc1Cl	-3	0.3	0	2	6	-26	1	-2	63	-1	-0.8

A second format for 14 compounds above:
compound,PvdQ acylase,CDK5 p35 inh,Keap1 Nrf2 FP,NSD2 HMT inh,PfHsp90 yeast 2,dFosB activator,Cardiac RTF inh,cardiac RTF act,Mot1-301 SUMO,Rtt109 Vps75,LANA DNA inh
COc1ccc(Br)cc1CN(C)CC(=O)NCCc1ccc(S(N)(=O)=O)cc1,-7,-6.3,-5,-3,-64,-14,3,-1,-6,-3,-2.7
COc1ccc(NC2=NCC(Cc3ccc(Br)cc3)S2)cc1 (centres undefined),9,0.5,1,-1,-4,3,9,4,6,-2,2.1
COc1cccc(-c2sc3ccc(OC)cc3c2-c2ccc(OCCN3CCOCC3)cc2)c1,-13,2.1,-2,.,19,-4,0,7,37,2,1.4
CO/N=C/C(c1ccc(Cl)nc1)S(=O)(=O)c1ccccc1 (centres undefined),6,1.3,.,-3,-7,-1,-1,-6,-16,3,.
Oc1ccc2ccccc2c1/C=N/n1cnnc1,-11,25,3,1,.,-8,-3,-2,-3,6,1.0
O=C(NC1CCN(S(=O)(=O)c2ccc(Cl)cc2)CC1)C1CCCCC1,-9,-0.2,4,-2,1,-3,-22,1,12,1,-0.6
O=C(NCCCO)/C(=C\c1cn(-c2ccccc2)nc1-c1cccnc1)NC(=O)c1ccccc1,14,2.5,-7,-1,0,-13,2,1,502,.,0.9
COc1ccc(C2SCCN2S(=O)(=O)c2ccc(F)cc2)cc1OC (centres undefined),-9,2.7,-1,.,-37,-8,1,-2,-10,-8,0.1
O=C(Nc1ccccc1C(=O)NCCCN1CCOCC1)c1ccccc1,-12,-2.1,-1,8,6,1,-1,-1,-3,-8,1.5
CCOc1ccc(C(O)(CCC(C)C)C(CN2CCOCC2)c2ccccc2)cc1 (centres undefined),18,-0.2,5,-3,-19,6,1,-2,7,-2,0.2
COc1ccccc1NC(=O)Cn1c([N+](=O)[O-])cnc1C,-8,-0.6,-3,-3,-25,5,-5,-4,-6,-2,5.3
CCCOc1c(Br)cc(C2C3=C(CCCC3=O)N(C)C3=C2C(=O)CCC3)cc1OC,-4,-0.7,-2,.,4,-10,2,-2,-2,.,0.0
CCc1ccc(N(CC)C(=O)c2ccc3c(Cl)c4c(nc3c2)CCC4)cc1,11,5.0,-7,.,-52,-11,8,3,69,11,-1.2
COc1cccc(C(=O)N2CCN(C(=O)Cc3ccccc3)CC2)c1,-2,0.8,1,2,17,0,-5,1,-12,-14,-1.7

Continuation:
SMILES	PvdQ acylase	CDK5 p35 inh	Keap1 Nrf2 FP	NSD2 HMT inh	PfHsp90 yeast 2	dFosB activator	Cardiac RTF inh	cardiac RTF act	Mot1-301 SUMO	Rtt109 Vps75	LANA DNA inh
Cc1ccc(-n2c(C)cc(C3N=C(N)Nc4nc5ccccc5n43)c2C)c(C)c1 (centres undefined)	-14	1.2	-6	8	-13	65*	-3	-2	-44	1	0.9
Cc1nc(C)c(-c2ccn(C(=O)NC(C)C)n2)s1	-1	-3.8	1	0	6	0	-2	8	0	-5	-0.6
COc1ccc(S(=O)(=O)NCCC(=O)N2CCCC2)cc1N(C)S(C)(=O)=O	-6	-2.5	-2	5	12	-4	4	-1	-4	4	0.6
CCOC(=O)CSc1nc(NCc2ccco2)c2ccccc2n1	-4	0.0	-3	-2	-11	-8	3	-10	8	3	-0.1
COc1ccc(C(=O)NCCc2ccccc2)cc1[N+](=O)[O-]	-19	0.1	-2	21	5	1	-6	-8	0	2	0.1
Cc1cc(Br)ccc1NC(=O)CCS(=O)(=O)c1cccc2nonc12	-10	1.5	-6	.	15	13	-13	-5	8	-8	-2.8
CC(C)=CC(=O)Nc1nnc(-c2cccnc2)s1	-5	-0.2	-4	7	13	-21	-13	-3	-19	2	-0.6
O=c1c2c3c(sc2nc2n1CCC2)CCCCC3	-7	-2.8	5	-1	-18	-14	6	-4	-10	0	-0.7
CN(CC(=O)Nc1cccc(F)c1)C(=O)c1ccccc1Sc1ccccc1C#N	-4	0.7	4	-9	2	-8	5	-7	9	8	-0.2
COc1ccc(S(=O)(=O)Nc2ccc(S(=O)(=O)Nc3nccs3)cc2)cc1	-28	-2.8	-1	3	-7	-2	-17	-1	12	5	0.2
C[n+]1ccccc1/C=C1\Sc2ccccc2N1CCO	-5	-0.2	-6	4	20	0	-11	4	-22	-6	-1.5
COC(=O)Cn1c(=O)c2c(n(Cc3ccccc3)c1=O)N/C(=C/c1ccc(OC)cc1)C2=O	12	-1.1	3	-6	3	-6	3	0	-13	20	1.4
COc1ccc(OC)c(S(=O)(=O)N2CCCC(C(=O)NC3CC3)C2)c1 (centres undefined)	-8	0.5	2	-2	-22	-3	1	-7	.	3	0.3
COc1cccc(C2C3=C(CC(C)(C)CC3=O)Nc3cc(OC)c(OC)cc32)c1 (centres undefined)	-17	-1.5	4	6	.	-4	-8	-1	4	-87	0.9
COc1ccc(NC(=O)C=C(C)C)cc1Cl	-6	2.8	0	.	26	-8	-12	-1	-14	5	1.0
Oc1ccc2ccc3cccc[n+]3c2c1	-7	1.3	128*	16	-28	1	i	720*	168	-4	141*

High-throughput results deposited in PubChem by several laboratories.
